PMI inhibition: MPI inhibition at elevated mannose 6-phosphate – biochemical, fluorescence intensity, high mannose 6-phosphate, primary screen (AID 1220). recombinant PMI enzyme, coupled fluorescence intensity; higher % means a stronger effect. one-dose inhibition, % at 20 µM; IC50 in µM for titrated hits. 190,000 compounds, 0.66% hits
TNAP activators: stimulation of alkaline phosphatase TNAP activity – biochemical, luminescent, no phosphate acceptor, uHTS, primary screen (AID 1001). purified TNAP, luminescent activation assay, no phosphate acceptor; higher activation fold means a stronger effect. activation fold at 20 µM; hits with a dose series show EC50 in µM. 200,000 compounds, 0.03% hits; in the data active means activation fold from about 3, or a potency from the dose series; inactive means the rest, 99 in 100 with activation fold below about 1.6; further: many of its hits are not listed in these tables
XIAP displacement: XIAP antagonists, biochemical, IAP family, fluorescence polarization (AID 1018); XIAP BIR domain, fluorescence polarization peptide displacement; higher % means a stronger effect; one-dose displacement, % at 20 µM; IC50 in µM for titrated hits; 200,000 compounds, 0.007% hits; in the data active means displacement above about 50%; further: a part of the inactive calls stands beside numbers as strong as those of hits
LYP inhibition: PTPN22 lymphoid phosphatase activity blockers – biochemical, fluorescence intensity, uHTS (AID 1779). inhibition, % at 11.5 µM, or IC50 in µM where a hit was titrated. 290,000 compounds, 0.054% hits. recombinant LYP phosphatase, fluorescence intensity; higher % means a stronger effect;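 further: plate controls were vehicle with enzyme for no effect and no enzyme for full effect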
Myeloid diff MLP: promotes myeloid progenitor differentiation. ER-HoxA9 myeloid progenitors, lysozyme-GFP differentiation, flow cytometry. 360,000 compounds, 1% hits. calls only at 10 µM. AID 624256;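 active means normalized GFP-positive differentiation at or above the plate's own cutoff, the solvent-only control mean plus 3 SD; inconclusive means no clear call, values can overlap the other calls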;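 further: cells exposed to compound for four days before flow analysis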
M1AAP inhibition: P. falciparum M1AAP inhibitors, biochemical, fluorogenic H-Leu-NHMec substrate, 1536-well (AID 1445). 220,000 compounds, 0.42% hits. one-dose inhibition, % at 30 µM; IC50 in µM for titrated hits. recombinant M1AAP, H-Leu-NHMec fluorogenic kinetic assay; higher % means a stronger effect;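 active means primary inhibition above the hit cutoff, then over 50% inhibition at one or more dose response concentrations, cut at about 23% in these data, passing the limit was not always enough; inconclusive means conflicting primary data, or primary hits not chosen for dose response; inactive means low primary inhibition, or under 50% at every dose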;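 further: plate controls were DMSO full reaction for no effect and no enzyme background for full effect; strong numbers were not always called active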
PMI inhibitors: inhibitors of human PMI, primary screen, biochemical, fluorescence intensity, coupled assay (AID 1209); purified PMI enzyme, coupled fluorescence intensity; higher % means a stronger effect; 190,000 compounds, 0.42% hits; inhibition, % at 20 µM, or IC50 in µM where a hit was titrated;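 further: plate controls were DMSO vehicle for no effect and wells lacking substrate for full effect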
P. falciparum M17LAP: P. falciparum M17LAP inhibitors, primary screen, biochemical, fluorogenic H-Leu-NHMec substrate, 1536-well (AID 1619). recombinant M17LAP, H-Leu-NHMec fluorogenic kinetic assay; higher % means a stronger effect. inhibition, % at 30 µM; hits with a dose series show IC50 in µM. 220,000 compounds, 0.38% hits;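 active means compound inhibiting the enzyme by more than half at any dose during confirmatory dose-response retesting; inconclusive means strong single-dose inhibitors picked by rank but not retested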;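 further: plate controls were full reaction with DMSO carrier for no effect and no enzyme background for full effect; strong numbers were not always called active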
ER stress rescue: rescue of cells from ER stress-induced death, primary screen, 384-well, CSM14.1, thapsigargin, ATP luminescence (AID 1222); CSM14.1 thapsigargin-induced death rescue, ATP luminescence; higher % means a stronger effect; 190,000 tested, under 10 active; cellular ATP content (survival), % at 20 µM, or EC50 in µM where a hit was titrated;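 active means EC50 below 50 µM in the dose-response confirmation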;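 further: death triggered by thapsigargin at about 15 µM added after 2 h compound pretreatment; cell ATP read after overnight thapsigargin exposure of roughly 18 to 22 hours; normalized against plate controls of thapsigargin alone and 5% DMSO vehicle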
Myeloid diff MLP GFP+ MAC1+ %: also measured in Myeloid diff MLP; calls as there; GFP+ MAC1+ double positive, %; measured here: differentiation confirmed by MAC1 staining
Starred values were filed as active, the others as inactive; i = inactive; ? = inconclusive; . = not tested or not shown; + = active, no number. Unless noted, no stated cut-off is given here; in the data, active means inhibition above about 50%; inactive means the rest.

SMILES	PMI inhibition	TNAP activators	XIAP displacement	LYP inhibition	Myeloid diff MLP	Myeloid diff MLP GFP+ MAC1+ %	M1AAP inhibition	PMI inhibitors	P. falciparum M17LAP	ER stress rescue
Cc1c(C)n(CCC(=O)O)c2ccccc12	26%	1	-2.7%	-7%	i	1.0	2%	14%	7%	-1.1%
OCCC1CN(Cc2ccccc2OC2CCCC2)CCN1Cc1ccsc1 (stereo not drawn)	44%	1	0.0%	-9%	i	1.2	-4%	28%	-8%	-0.8%
Cc1ccccc1Nc1c(N)c(=O)oc2ccccc12	8%	0.9	1.0%	-10%	i	0.5	2%	0%	2%	0.5%
Cc1c(C(=O)NC(C)c2ccncc2)oc2ccccc12 (stereo not drawn)	11%	1.1	-4.0%	-1%	i	0.5	4%	9%	1%	-2.6%
CCOC(=O)Cn1nc(C)c([N+](=O)[O-])c1C	-14%	1.1	-4.5%	-5%	?	.	3%	-28%	13%	-0.6%
c1csc(-c2cn3c(n2)SCC3)c1	-6%	1.1	-3.2%	-1%	i	0.9	5%	2%	-9%	-0.6%
COc1ccc(OC(C)c2ccc(C#N)c(=O)[nH]2)cc1 (stereo not drawn)	13%	1.1	-1.6%	-5%	i	0.1	4%	8%	3%	-0.5%
O=C(Nc1ccc(Cl)cn1)c1ccc2ccccc2n1	5%	1.1	-1.7%	-8%	i	1.7	-2%	10%	0%	-2.5%
CCOc1c2ccoc2nc2c(OC)c(OC)ccc12	8%	1	-13%	-1%	i	2.2	2%	6%	-30%	-0.2%
O=S(=O)(c1ccc(Cl)cc1)n1ccc2cccnc21	-7%	1.1	-4.4%	0%	i	0.3	5%	-6%	-10%	4.2%
O=C1CC(c2ccc(Cl)cc2)SC(N(c2ccccc2)c2ccccc2)=N1 (stereo not drawn)	12%	1	-8.0%	8%	i	0.3	3%	12%	13%	1.1%
Cc1ccc(C)c(NC(=S)N(Cc2cccc(Br)c2)CC2CCC(C(=O)O)CC2)c1 (stereo not drawn)	2%	1.2	-0.2%	1%	i	0.5	2%	13%	23%	-15%
CN(Cc1cccnc1)C(=O)CC1C(=O)NCCN1Cc1ccc(-c2ccccc2)cc1 (stereo not drawn)	9%	1.1	-9.5%	-3%	i	0.4	0%	-9%	2%	-0.8%
CC(=O)c1cccc(N(CC(=O)Nc2cccnc2)S(C)(=O)=O)c1	3%	1.1	-2.9%	0%	i	9.0	4%	4%	13%	-3.6%
C/C(=N\NC(=O)c1nn(C)cc1Br)c1cccc(NC(=O)C2CCCC2)c1	-15%	1	-3.0%	-5%	i	0.2	5%	-13%	7%	-1.6%
C=C(C)COc1ccc(-c2[nH]ncc2-c2ccc(OC)cc2)c(O)c1	.	.	.	1%	i	0.4	1%	.	1%	.
COC(=O)c1ccc(-c2nc3ccc(C)cc3o2)cc1	-8%	1.1	-3.1%	-17%	?	.	5%	-4%	4%	-3.2%
COc1cc(NC(=O)Cn2nnc(-c3ccccc3N)n2)cc(OC)c1	12%	1	-5.1%	-1%	i	10	7%	6%	6%	-1.1%
CCSc1n[nH]c2nc3c(c(=O)n12)C1(CCCCC1)Cc1ccccc1-3	.	.	.	-5%	i	0.4	-1%	.	10%	.
CC(C)CNC(=O)c1ccccc1NC(=O)c1ccccc1N(C)S(C)(=O)=O	1%	1	-3.0%	-5%	i	2.3	0%	6%	12%	-2.4%
CC(=O)Nc1ccc(OCC(O)CNC2CCCC2)cc1 (stereo not drawn)	18%	1.1	-5.1%	-15%	i	0.7	3%	6%	-3%	-1.9%
CCCNC(=S)N1CCC(c2nc3cc(C)c(C)cc3[nH]2)CC1	-2%	1.1	-0.2%	-2%	i	5.1	5%	2%	9%	-3.9%
O=C(O)c1cnc(-c2ccccc2)nc1Oc1ccccc1	-13%	1.1	-7.6%	-2%	i	0.8	7%	-11%	-1%	0.6%
COc1ccc(CC(=O)NC(C)c2nnc(SCCOc3ccc(OC)cc3)n2C)cc1 (stereo not drawn)	6%	1.3	-4.7%	-4%	+	3.9*	-7%	-1%	6%	1.4%
O=C(NCCc1c[nH]c2ccccc12)c1cnc2sccn2c1=O	1%	1.1	-6.7%	-5%	i	3.4	9%	0%	19%	1.2%
COc1ccc(S(=O)(=O)N(c2onc(C)c2Cl)S(=O)(=O)c2ccc(OC)cc2)cc1	9%	1	-10%	-3%	i	6.4	6%	20%	6%	-0.6%
Cc1ccc(S(=O)(=O)CCNC(=O)Cc2ccc(Cl)cc2)cc1	4%	1.1	-4.9%	-7%	i	0.5	-1%	3%	-3%	4.1%
O=C(NCc1ccco1)C1CCCN1C(=O)Nc1ccc(Cl)cc1 (stereo not drawn)	-14%	1.2	-2.1%	-5%	i	1.6	6%	-7%	-2%	-1.3%
CC(OC(=O)c1ccncc1)C(=O)Nc1ccc([N+](=O)[O-])cc1Cl (stereo not drawn)	-10%	1.2	-7.2%	-4%	i	0.7	6%	-13%	-3%	.
CC(c1ccccc1)C1CC(=O)N(c2cc(Cl)ccn2)C1=O (stereo not drawn)	.	.	.	3%	i	0.7	-3%	.	-2%	.
CCc1nc(N2CCCCC2C)c2oc3ccccc3c2n1 (stereo not drawn)	-4%	1.1	-2.8%	1%	i	4.4	15%	3%	-5%	-1.5%
COc1ccc(CNS(=O)(=O)NCc2ccccc2)cc1OC	-1%	1.1	-5.1%	-2%	i	0.7	1%	-2%	-4%	-0.7%
CC(C)c1ccc(/C=C2\NC(=S)N(Cc3cccnc3)C2=O)cc1	4%	1	-3.5%	-2%	i	0.1	14%	6%	3%	14%
CCN1C(=O)c2cccc3c(S(=O)(=O)Nc4ccc(OC)cc4OC)ccc1c23	8%	1.1	-4.5%	-7%	i	3.8	8%	11%	1%	-0.8%
Cc1ccc(NC(=O)c2sc3nc(CCl)[nH]c(=O)c3c2C)c(C)c1	4%	1.1	-4.4%	-10%	i	0.3	1%	-8%	-9%	1.1%
O=c1oc2ccccc2cc1-c1csc(Nc2nc3ccc(F)cc3s2)n1	14%	1.1	-4.0%	1%	.	.	8%	-3%	0%	-0.2%
CCOC(=O)Cc1cc(=O)n2[nH]c(-c3ccccc3)c(-c3ccccc3)c2n1	-16%	1.2	-8.1%	1%	i	0.6	4%	-14%	8%	0.0%
COc1ccc(NC(=O)CCNS(=O)(=O)c2ccc3c(c2)CCC(=O)N3)cc1	-5%	1.1	-1.9%	-6%	i	1.5	4%	-1%	-5%	0.3%
CCCCCCCCCC(=O)Nn1cnc2ccccc2c1=O	9%	1.2	-1.7%	-7%	i	0.2	-8%	12%	18%	-0.3%
CCN(CC)C(=O)CSc1nnc(-c2ccc(S(=O)(=O)N3CCCC3)cc2)o1	-10%	1.1	-9.2%	-11%	i	2.4	1%	-1%	-9%	-1.1%
Cc1ccc(-c2noc(C3CCCN(C(=O)c4ccc(F)cc4F)C3)n2)cc1 (stereo not drawn)	-1%	1.1	-10%	6%	i	4.6	8%	2%	-4%	-3.4%
COc1cc(O)c(C(CC(=O)N2CCCC2)c2cc(OC)c(OC)c(OC)c2)c(OC)c1 (stereo not drawn)	.	.	.	-8%	i	1.5	7%	.	-10%	.
O=C(Nc1ccc(Cl)cc1Cl)N1CCN(c2ncccn2)CC1	7%	1	-9.2%	-9%	i	0.4	-9%	16%	0%	2.0%
COc1ccc(CN2C=C3C(=O)C(C)(OC(=O)CCc4ccccc4)C(=O)C=C3C=C2c2ccc(C#N)cc2)cc1 (stereo not drawn)	.	.	.	-5%	i	1.3	1%	.	4%	.
COC(=O)C1=C(C)NC(C)=C(C(=O)OC)C1c1ccc(OC(=O)c2oc3ccccc3c2C)c(OC)c1	25%	1	-3.1%	-2%	i	0.1	8%	14%	-2%	-3.6%
CCOC(=O)/C(C#N)=N\Nc1ccc(S(=O)(=O)Nc2nc(C)cc(C)n2)cc1	-20%	1	2.2%	0%	i	0.3	16%	-21%	38%	-0.7%
O=C(CCN1C(=O)c2ccccc2C1=O)NCCN1CCOCC1	12%	1.1	-0.1%	0%	i	1.7	-1%	8%	-12%	-1.2%
COc1ccccc1/C=C/C=C1\Oc2c(ccc(O)c2CN(C)C)C1=O	.	.	.	3%	i	1.6	13%	.	8%	.
O=C(COC(=O)/C=C/c1cccc([N+](=O)[O-])c1)NCC1CCCO1 (stereo not drawn)	12%	1.2	-4.2%	-4%	i	0.2	-4%	8%	16%	0.8%
CCOc1cc(C(=O)Nc2ccc(N3CCN(S(C)(=O)=O)CC3)cc2)cc(OCC)c1OCC	2%	1.1	1.2%	-9%	i	0.5	2%	2%	1%	-2.0%
Continued.
SMILES	PMI inhibition	TNAP activators	XIAP displacement	LYP inhibition	Myeloid diff MLP	Myeloid diff MLP GFP+ MAC1+ %	M1AAP inhibition	PMI inhibitors	P. falciparum M17LAP	ER stress rescue
COc1cc2[nH]c(=S)n(C3CC3)c(=O)c2cc1OC	13%	1.2	-1.2%	-1%	i	0.3	0%	3%	4%	-1.2%
Cc1cc(=O)[nH]c(SCc2csc(-c3ccccc3)n2)n1	2%	1.1	-1.0%	-1%	i	0.4	2%	-8%	16%	5.1%
O=C(CC1C(=O)NCCN1Cc1cccc(Oc2ccccc2)c1)NCCc1cnccn1 (stereo not drawn)	18%	1	-2.8%	2%	i	0.4	12%	-13%	10%	1.0%
C/C(=N/Oc1nc(C)cc(C)n1)c1ccc(Br)cc1	-3%	0.8	-9.2%	-5%	i	1.5	1%	-8%	15%	-1.0%
C#CCNC(=O)C1=C[C@H](C)[C@@H](CCCO)[C@H](OCC)O1	-4%	1.1	-4.1%	-9%	i	1.4	-1%	-2%	-7%	-1.2%
Cc1sc2ncnc(-n3cnc4ccccc43)c2c1C	9%	1.1	-2.3%	-3%	i	6.4	-10%	1%	-1%	-0.4%
CCCCOc1ccc(-c2nnc(-c3cc[n+](C)cc3)o2)cc1	-17%	1	7.2%	-1%	i	0.2	.	-29%	.	-2.7%
C/C(=N\NC(=O)CC(C)C)c1ccc(N2CCCCC2)cc1	6%	1.1	-2.7%	0%	i	1.3	6%	0%	16%	-2.0%
COc1ccccc1Nc1nc2c(C)cccc2cc1C#N	9%	1	-1.3%	1%	i	0.8	4%	6%	9%	-2.9%

Record cards, as listed above:
O=S(=O)(c1ccc(Cl)cc1)n1ccc2cccnc21 across the screens: PMI inhibition = -7%; TNAP activators = 1.1; XIAP displacement = -4.4%; LYP inhibition = 0%; Myeloid diff MLP = i; Myeloid diff MLP GFP+ MAC1+ % = 0.3; M1AAP inhibition = 5%; PMI inhibitors = -6%; P. falciparum M17LAP = -10%; ER stress rescue = 4.2%
C/C(=N\NC(=O)c1nn(C)cc1Br)c1cccc(NC(=O)C2CCCC2)c1 across the screens: PMI inhibition = -15%; TNAP activators = 1; XIAP displacement = -3.0%; LYP inhibition = -5%; Myeloid diff MLP = i; Myeloid diff MLP GFP+ MAC1+ % = 0.2; M1AAP inhibition = 5%; PMI inhibitors = -13%; P. falciparum M17LAP = 7%; ER stress rescue = -1.6%

High-throughput results (PubChem BioAssay)
